# Compound activity from PubChem.
# MIN6 prolif: induces beta-cell replication in MIN6 cells | proliferation, % at 10 µM | actives 0.29% (n = 330,000) | MIN6 cells proliferation, ATPlite luminescence, 48 h; cells starved in 0.2% serum; 100% = growth in 10% serum;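 active = compounds whose signal lies at least 3.5 SD above the mean of all wells on their plate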;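 also: 0% = DMSO-treated cells in low-serum medium and 100% = 10% serum control; some compounds called inactive have numbers as strong as hits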
# APJ ag: activates the human apelin receptor APJ; activation, % at 20 µM; actives 0.11% (n = 330,000); CHO-K1 APJ PathHunter beta-arrestin, luminescence; 0% DMSO wells, 100% apelin;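 active = activation more than six SD over the plate average, tested at 20 µM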;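 also: 0% = DMSO alone and 100% = apelin-13 at 10 nM; some results filed as inactive read as strong as hits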
# Target sequence (P35414 whole entry, looked up): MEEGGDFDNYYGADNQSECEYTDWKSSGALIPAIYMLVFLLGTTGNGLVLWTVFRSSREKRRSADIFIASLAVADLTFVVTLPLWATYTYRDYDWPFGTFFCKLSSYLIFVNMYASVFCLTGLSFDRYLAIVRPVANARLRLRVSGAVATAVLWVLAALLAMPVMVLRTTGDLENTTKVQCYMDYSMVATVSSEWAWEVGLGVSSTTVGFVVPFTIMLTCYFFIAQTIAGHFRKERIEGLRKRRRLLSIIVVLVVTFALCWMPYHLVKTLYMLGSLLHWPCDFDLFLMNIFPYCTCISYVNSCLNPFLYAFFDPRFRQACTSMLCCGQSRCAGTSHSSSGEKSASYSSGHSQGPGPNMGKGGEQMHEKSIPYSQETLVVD
#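 assay system = CHO-K1 APJ beta-arrestin complementation cell line | input = cell density 1000 per well | dosing = compound 20 µM once, DMSO 1% | timing = compound 90 min 25 °C, reagent 1 h | measured by = luminescence from split beta-galactosidase complementation, Galacton Star/Emerald II substrate | read-out basis = APJ agonist activity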
# tim10-1 inh: inhibits growth of tim10-1 mutant yeast; S. cerevisiae tim10-1 ts strain growth, BacTiter-Glo, 24 h; inhibition, % at 20 µM; actives 2.2% (n = 330,000); AID 463190;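 active = inhibition of at least 40%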;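 also: mutant grown at 25 °C; 0% = DMSO wells with yeast and 100% = wells holding no yeast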
# NLRP3 yeast inh: blocks the NALP3 inflammasome reconstituted in yeast. inhibition, % at 10 µM. actives 0.39% (n = 330,000). Yeast reconstituted NLRP3/ASC/caspase-1, beta-gal luminescence, 24 h;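 active = inhibition of 50% or more; inactive = inhibition below 50%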;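 also: plate controls were induced DMSO wells for no effect and uninduced yeast grown without galactose for full effect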
# tim23-1 inh: tim23-1 yeast growth inhibition; actives 1.3% (n = 330,000); S. cerevisiae tim23-1 growth, BacTiter-Glo luminescence, 24 h; inhibition, % at 20 µM;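 active = growth inhibition of the mutant yeast at or above 50%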;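 also: temperature-sensitive mutant grown at 25 °C; plate controls were DMSO-treated mutant yeast for no effect and medium wells lacking yeast for full effect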
# NR3A LBD binder: modulates the human NR3A ligand-binding domain; NR3A LBD differential scanning fluorimetry, Tm shift; 0% = protein alone, 100% = glycine-bound protein; Tm shift relative to glycine control, % at 25 µM; actives 2.5% (n = 340,000);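 active = melting temperature shift of at least 10% of the positive control shift, at one fixed dose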
# APJ antag: antagonists of human APJ apelin receptor; P35414; CHO-K1 APJ beta-arrestin complementation, luminescence; inhibition, % at 20 µM; actives 0.32% (n = 330,000); AID 2521;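 active = inhibition above about 40% at 20 µM, limit read from the data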;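 also: cells challenged with 10 nM apelin-13 agonist together with compound; plate controls were apelin-13 plus DMSO wells for no effect and DMSO wells lacking apelin-13 for full effect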
# TIM10 inh: inhibits growth of TIM10 yeast strain; S. cerevisiae TIM10 strain growth, BacTiter-Glo luminescence, 24 h; inhibition, % at 10 µM; actives 1.4% (n = 330,000);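 active = inhibition of 40% or more at the single tested concentration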;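 also: wild-type TIM10 isogenic control strain grown at permissive 25 °C; 0% = DMSO yeast wells and 100% = minimal medium wells without yeast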
# MPTP block: blocks calcium-induced mitochondrial swelling; isolated mouse mitochondria, Ca2+ swelling absorbance, 30 min; inhibition, % at 10 µM; actives 1.4% (n = 360,000);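 active = inhibition of 50% or more, scaled per plate between neutral and stimulator controls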;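 also: 0% = DMSO wells given calcium and 100% = 1 mM EGTA wells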
# * = called active by the depositor; . = not tested or not shown.
SMILES,MIN6 prolif,APJ ag,tim10-1 inh,NLRP3 yeast inh,tim23-1 inh,NR3A LBD binder,APJ antag,TIM10 inh,MPTP block
COc1ccccc1C(=O)NNC(=O)c1ccc(Br)cc1,-2,-5,-13,8,-1,0,-14,-11,-0.9
Cc1ccc(OCC(=O)NCc2ccc3c(c2)OCO3)c([N+](=O)[O-])n1,0,-2,18,-6,25,0,-19,-5,6.2
O=c1[nH]cc(S(=O)(=O)NCc2ccccc2)c(=O)[nH]1,0,-1,11,21,6,0,-3,-3,-1.7
CCC1CCCCN1CCCNC(=O)C1CCCN(S(=O)(=O)N2CC(C)CC(C)C2)C1 (stereo not given),-1,2,-3,20,10,-2,-21,8,-0.2
CC(=O)c1cccc(NC(=O)c2cnn(-c3ccccc3)c2C)c1,-2,-4,-8,42,25,-4,-3,3,-0.6
CCOc1ccc(N2CC(O)(c3cccs3)[N+]3=C2CCCC3)cc1 (stereo not given),0,-2,9,3,1,-2,-18,-19,1.7
COc1ccccc1NC1=C(Cl)C(=O)N(C2CCCCC2)C1=O,-4,-4,26,24,31,-1,4,22,0.1
COc1ccc(S(=O)(=O)Nc2cccnc2)cc1OC,-2,-2,18,12,0,-1,8,6,-0.5
CC(O)c1c(OCc2ccccc2)ncnc1OCc1ccccc1 (stereo not given),-2,2,12,18,19,0,-5,-5,3.7
CN(C)C(CNC(=O)C1CCN(S(=O)(=O)c2ccc(Cl)cc2)CC1)c1ccccc1 (stereo not given),-2,-4,16,4,12,0,-3,13,0.8
COc1ccccc1N(CC(=O)NCc1ccccc1)C(=O)CCC(=O)Nc1nccs1,-1,-2,2,20,2,1,15,-9,0.5
COc1ccc(S(=O)(=O)Nc2cccc3c2O[C@@H](CN(C)Cc2ccc(C(=O)O)cc2)[C@@H](C)CN([C@H](C)CO)C3=O)cc1,3,-2,-4,19,0,-1,-7,3,-2.4
CCN(CC)C(=O)CSc1nc(N)c2c3c(sc2n1)CC(C)CC3 (stereo not given),-2,6,23,13,22,0,0,22,1.5
O=C(NNc1ncccc1Cl)c1c(Cl)cccc1Cl,-3,-3,17,5,2,-2,24,-25,1.7
CCc1ccc(CN(C)C(=O)CCc2nnc(Cc3cccc(C)c3)o2)nc1,0,-2,-15,13,15,-3,4,-10,1.7
CCc1nnc(NC(=O)CCC(=O)NCCc2ccccc2)s1,1,-2,11,-1,6,1,2,9,-3.2
COc1cccc2sc(N(CCCN(C)C)C(=O)c3sc4ccccc4c3Cl)nc12,0,-2,19,17,12,-6,10,18,-2.2
COc1ccc(S(=O)(=O)NCc2csc(C)n2)cc1OC,-3,-3,5,4,-8,-1,-6,-17,0.8
Cc1ccc(SCc2nc(-c3ccccn3)no2)cc1,0,-3,10,27,19,1,-2,-6,2.1
COc1ccc(NC(=O)COC(=O)Cc2coc3cc(OC)ccc23)c(OC)c1,-3,-1,13,16,31,2,-6,1,0.0
CC1(C)CC2CC(C)(CN2C(=O)COC(=O)c2cccc(O)c2)C1 (stereo not given),4,-5,11,0,29,-1,-3,-2,-0.9
CCCN(CCC)CCNC(=O)C1(O)c2ccccc2NC(=O)N1c1cccc(OC)c1 (stereo not given),-4,-2,7,26,5,0,9,8,-0.7
CCNc1nc(-c2cc(C)n(Cc3ccco3)c2C)cs1,-2,-3,-12,18,-6,-3,-2,4,0.7
Cc1cc(OCC(=O)N2CCN(c3ncccn3)CC2)ccc1Cl,-2,6,16,28,31,2,1,8,-1.6
COc1cc(NC(=O)c2cccc([N+](=O)[O-])c2)ccc1NC(=O)c1ccco1,-1,1,2,20,-7,27*,0,-6,2.1
# (cont.)
SMILES,MIN6 prolif,APJ ag,tim10-1 inh,NLRP3 yeast inh,tim23-1 inh,NR3A LBD binder,APJ antag,TIM10 inh,MPTP block
COc1ccc(-c2[nH]c3ccccc3c2SCCNC(=O)c2cc3ccccc3oc2=O)cc1,-6,-8,23,31,13,4,9,19,0.9
Cc1ccc(C2/C(=C(/O)c3ccc(OC(C)C)cc3)C(=O)C(=O)N2CCN2CCOCC2)cc1 (stereo not given),-2,2,2,20,6,-4,4,-9,-0.7
CC(C)/C=C1\CC/C(=C\c2ccc(N(C)C)cc2)C1=O,0,-2,26,27,25,-1,-10,18,34
O=C(NC1CCCCC1)C(c1ccncc1)N(C(=O)c1csnn1)c1ccc(F)cc1 (stereo not given),1,-4,9,-1,8,2,9,-12,-0.2
O=C(CSc1nnc(-c2cccc(S(=O)(=O)N3CCCC3)c2)n1-c1ccccc1)Nc1cccc(C(=O)O)c1,-2,-4,0,5,14,1,-13,-17,1.9
CCOC(=O)C1CCN(C(=O)COC(=O)Cc2ccc(Cl)cc2)CC1,-2,0,13,9,1,-1,-6,-11,0.9
COc1cc(C(=O)N2CCN(c3cc(Cl)ccc3Cl)CC2)cc(OC)c1OC,-5,3,30,-4,22,-3,11,12,-0.5
O=C(CSc1nnc(-c2ccncc2)n1-c1ccccc1)NC1CC1,2,1,2,17,18,-1,2,12,0.1
CCS(=O)(=O)Nc1cccc(C2=NN(S(C)(=O)=O)C(c3ccccc3)C2)c1 (stereo not given),2,-2,10,4,2,-4,7,1,2.3
CCN(CC)S(=O)(=O)c1ccc(Br)c(OC)c1,4,-3,19,41,19,-1,5,-6,1.3
O=C(Oc1c(CN2CCOCC2)cc(Cl)c2cccnc12)c1ccc(F)cc1,-6,-4,38,29,39,-2,-1,38,-5.7
Cc1cccc(NC(=O)c2nc[nH]c2C(=O)N[C@@H](C)c2ccccc2)c1,-7,-3,29,15,45,-3,7,17,0.0
COc1ccc(CCNC(=O)c2ccc3nc(-c4ccco4)c(-c4ccco4)nc3c2)cc1OC,-3,0,23,15,-28,-5,-23,-1,2.0
O=C(NCCCN1CCOCC1)c1ccc(Sc2ccc(F)cc2)c([N+](=O)[O-])c1,-4,-5,17,-1,1,1,31,13,-1.0
CCCc1cc(N2CCOCC2)n2ncc(-c3ccccc3)c2n1,-6,-1,17,19,22,1,2,2,-0.4
COc1cc(CCC(=O)OCC(=O)Nc2ccc(C)cc2Cl)cc(OC)c1OC,-2,3,16,7,19,1,9,24,1.0
Cc1sc(NC(=O)Nc2ccccc2)c(C(N)=O)c1C,-2,-4,0,-4,0,13*,12,17,0.1
COc1cccc(CNc2ccc(N3CCCCC3)cc2)c1OC,-4,2,10,21,15,-2,-26,12,1.2
CC(C)(C)c1ccc(S(=O)(=O)N2CCN(c3ncccn3)CC2)cc1,-2,-3,16,22,18,-1,-15,15,-1.7
COC(=O)N/N=C/c1cc(C)n(-c2cccc3ccccc23)c1C,-1,-1,-15,3,20,-4,0,3,2.1
COc1ccc2nc(C)cc(Nc3cccc(C(=O)O)c3)c2c1,1,-1,-1,22,3,-1,13,15,0.6
O=C(COc1ccc(-c2ccccc2)cc1)NNC(=O)Nc1ccccc1,0,-2,18,16,21,-1,9,8,0.2
Cn1c(Cn2c(=O)sc3ccccc32)nnc1SCC(=O)NCc1ccco1,-3,-1,5,1,17,-2,7,-3,-1.0
O=[N+]([O-])c1ccc(Sc2ccccn2)nc1,0,6,15,9,7,0,-23,13,1.5
O=C(NC(Cc1c[nH]c2ccccc12)C(=O)Nc1ccc(F)c([N+](=O)[O-])c1)c1cccs1 (stereo not given),-6,-1,16,11,9,5,9,9,4.2

# Entries listed so far shown as hits in NR3A LBD binder:
smiles,APJ ag,tim10-1 inh,NLRP3 yeast inh,NR3A LBD binder,APJ antag,TIM10 inh,MPTP block
COc1cc(NC(=O)c2cccc([N+](=O)[O-])c2)ccc1NC(=O)c1ccco1,1,2,20,27*,0,-6,2.1
Cc1sc(NC(=O)Nc2ccccc2)c(C(N)=O)c1C,-4,0,-4,13*,12,17,0.1

# Looked up above:
# In APJ ag, `CC(C)/C=C1\CC/C(=C\c2ccc(N(C)C)cc2)C1=O` has -2
# In NLRP3 yeast inh, `O=C(NC1CCCCC1)C(c1ccncc1)N(C(=O)c1csnn1)c1ccc(F)cc1` (stereo not given) has -1
# In tim23-1 inh, `COc1ccc(CCNC(=O)c2ccc3nc(-c4ccco4)c(-c4ccco4)nc3c2)cc1OC` has -28
# In tim23-1 inh, `O=C(CSc1nnc(-c2ccncc2)n1-c1ccccc1)NC1CC1` has 18
# In NR3A LBD binder, `Cc1sc(NC(=O)Nc2ccccc2)c(C(N)=O)c1C` has 13*

# Next compounds.
SMILES,MIN6 prolif,APJ ag,tim10-1 inh,NLRP3 yeast inh,tim23-1 inh,NR3A LBD binder,APJ antag,TIM10 inh,MPTP block
COc1ccc(C(CNC(=O)c2cccc(NS(=O)(=O)c3ccccc3)c2)N(C)C)cc1 (stereo not given),-3,9,4,7,1,0,-17,8,-0.5
CC1=Nn2c(nnc2-c2cc(-c3ccccc3)n[nH]2)SC1,-1,3,-15,1,3,6,11,4,-1.4
COc1ccc(C)cc1NS(=O)(=O)c1ccc2c(c1)NC(=O)C(C)S2 (stereo not given),1,8,22,3,24,0,-15,16,2.3
N#Cc1ccc(C(=O)NC(=S)NC2CCCCC2)cc1,-3,-2,10,-40,65*,-2,-7,32,-0.3
N#Cc1ccccc1S(=O)(=O)N1CCN(C(=O)c2cc(-c3ccccc3)nn2-c2ccccc2)CC1,-5,4,0,7,-1,-1,-11,8,-1.4
CN(C)/C(=N\S(=O)(=O)c1ccccc1)c1ccc([N+](=O)[O-])cc1,0,-1,15,-13,7,0,3,-13,1.1
Cc1c(C(=O)NCCCN2CCOCC2)sc2nc(-c3ccc(F)cc3)cn12,-2,-1,5,-2,19,-2,12,9,1.4
COc1cc(C2C(C(C)=O)=C(C)Nc3ncnn32)ccc1O (stereo not given),3,-3,-2,1,3,2,5,-11,-4.2
O=C(NN=C1CCCCCC1)c1ccc(Br)o1,0,1,11,3,8,1,-22,-17,-0.7
COc1ccc(C(=O)OCC(=O)NCC2CCCO2)cc1[N+](=O)[O-] (stereo not given),0,-2,-1,5,13,-2,4,-2,-2.6
COc1ccc(NC(=O)CSc2nnc(CNc3ccc(F)cc3)o2)c(OC)c1,1,-2,13,-11,3,2,-5,16,6.3
COc1ccc(NC(=O)COC(=O)c2c(F)cccc2Cl)cc1OC,-3,-2,8,15,15,.,12,11,.
COc1ccc(N2CCN(C(=O)COC(=O)CNC(=O)c3cccc(OC(F)F)c3)CC2)cc1,4,1,-6,5,3,-2,-12,-2,0.4
COC(=O)Nc1ccc(SCC(=O)c2ccccc2)cc1,-1,-4,9,38,4,-18,-7,14,-0.8
Clc1ccc2nc(CSc3nc4ccccc4o3)cn2c1,0,-3,-5,57*,14,2,-13,19,1.4
O=C(N/N=C/c1cccc(O)c1)c1csc2ccccc12,1,7,11,26,1,22*,-8,-8,108*
COc1ccc(CCNC(=O)CCCn2c(=O)c3cccn3c3cccnc32)c(OC)c1,6,5,-5,8,-6,-1,13,9,-0.2
CC1=CS(=O)(=O)CC1Sc1nc2ccccc2[nH]1 (stereo not given),0,0,6,18,13,-1,12,4,-0.2
O=C(NCc1cccs1)C(Cc1ccccc1)n1cccc1 (stereo not given),-3,1,23,22,19,-1,16,9,-0.1
Cc1ccc(NC(=O)c2cc(-c3ccccc3O)n[nH]2)cc1C,1,-4,8,24,-3,26*,-4,1,-0.9
CCOc1cc(CNCCO)cc(Br)c1OCc1ccccc1,-4,-2,18,22,4,1,-12,8,89*
CCOC(=O)C1CCN(CCC(=O)Nc2cccc(Cl)c2C)CC1,-3,-4,-4,17,-12,-1,11,-9,-1.6
Cc1nn(-c2ccccc2)c2nc(N)c(C#N)c(-c3ccc(F)cc3)c12,-5,-10,10,1,15,-3,0,12,-0.9
Cc1cc(OCC(=O)N2CCCCCC2)ccc1[N+](=O)[O-],0,-2,-3,18,6,8,9,5,0.0
CCOc1ccccc1NC(=O)Cc1c(F)cccc1Cl,0,-3,25,16,7,-3,-14,-7,-0.4
